Bioassay records as filed in PubChem.
PglD DTNB: PglD (C. jejuni) enzyme inhibition; purified PglD enzyme, DTNB colorimetric CoA detection; inhibition, % at 12.5 µM; hit rate 0.098% among 360,000; AID 602405; in the data active means inhibition above about 16%, passing the limit was not always enough; further: strong numbers were not always called active
E-sel inducer: E-selectin induction on HUVECs. P16581. HUVEC E-selectin immunofluorescence imaging; normalized: neutral wells 0, TNF-alpha wells 100. activation, % at 7.58 µM. hit rate 0.37% among 260,000. AID 686992;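 active means mean E-selectin-positive cell signal at least 10% of the positive control, reached in at least 60% of replicates, without over 20% cell loss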;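 further: in these data hits start at about 27%; measured in HUVEC primary endothelial cells; signal is the percent of cells scored E-selectin positive by PE staining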
Target sequence (P16581 whole entry, looked up): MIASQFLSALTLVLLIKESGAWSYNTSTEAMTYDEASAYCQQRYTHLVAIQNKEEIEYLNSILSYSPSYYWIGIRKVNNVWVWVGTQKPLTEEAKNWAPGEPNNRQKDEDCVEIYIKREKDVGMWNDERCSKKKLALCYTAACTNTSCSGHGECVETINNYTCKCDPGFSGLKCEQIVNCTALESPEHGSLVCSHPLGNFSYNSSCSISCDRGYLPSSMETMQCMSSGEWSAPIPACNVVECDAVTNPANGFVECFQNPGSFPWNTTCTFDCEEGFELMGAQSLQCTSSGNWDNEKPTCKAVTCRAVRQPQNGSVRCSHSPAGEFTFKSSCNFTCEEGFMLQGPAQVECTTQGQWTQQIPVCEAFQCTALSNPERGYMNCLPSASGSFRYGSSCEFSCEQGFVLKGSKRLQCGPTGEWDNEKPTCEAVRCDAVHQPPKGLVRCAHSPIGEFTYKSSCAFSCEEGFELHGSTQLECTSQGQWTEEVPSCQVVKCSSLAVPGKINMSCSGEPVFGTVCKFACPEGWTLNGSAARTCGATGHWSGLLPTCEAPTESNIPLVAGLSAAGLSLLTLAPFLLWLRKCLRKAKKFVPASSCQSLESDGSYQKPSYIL
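assay system = HUVEC, human umbilical vein endothelial cells | input = 3,000 HUVEC seeded per well | medium = EGM-2 growth medium on 0.1% gelatin-coated wells | dosing = one compound dose added by pin transfer | signal = immunofluorescence imaging | read-out basis = % PE-positive cells | control set = TNF-alpha, DMSO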
RAD54 branch: inhibitors of human RAD54 branch migration | inhibition, % at 10.4 µM | RAD54 Holliday junction branch migration, FAM/BHQ fluorescence | hit rate 0.14% among 360,000;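 active means mean normalized replicate activity at least 40 and at least half of replicates scoring 40 or more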;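 further: 0% = median of neutral control wells and 100% = median of positive control wells; inhibitors cause a drop in the FAM fluorescence signal; in these data hits start at about 50%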
ERp5 block: ERp5 (human) disulfide isomerase inhibition; Q15084; ERp5 insulin aggregation, absorbance 650 nm, 90 min; inhibition, % at 9.99 µM; hit rate 0.05% among 350,000; AID 651711;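 active means mean replicate inhibition above about 25%, with every replicate also reaching it, limit read from the data, passing the limit was not always enough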
Target sequence (Q15084 whole entry, looked up): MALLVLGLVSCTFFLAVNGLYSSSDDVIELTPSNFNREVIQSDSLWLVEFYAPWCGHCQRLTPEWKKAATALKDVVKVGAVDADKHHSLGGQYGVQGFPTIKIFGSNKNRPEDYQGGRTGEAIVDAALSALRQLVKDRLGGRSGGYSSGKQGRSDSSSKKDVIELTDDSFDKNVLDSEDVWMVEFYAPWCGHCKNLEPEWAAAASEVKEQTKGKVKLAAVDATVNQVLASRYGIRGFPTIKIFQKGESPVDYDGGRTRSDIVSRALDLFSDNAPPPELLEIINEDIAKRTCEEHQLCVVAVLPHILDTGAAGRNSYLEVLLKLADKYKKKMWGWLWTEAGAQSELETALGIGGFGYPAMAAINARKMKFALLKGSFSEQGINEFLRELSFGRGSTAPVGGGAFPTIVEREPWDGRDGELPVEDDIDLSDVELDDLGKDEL
RAD52 anneal inh: blocks human RAD52 DNA annealing; P43351; recombinant RAD52 DNA annealing, FRET fluorescence; inhibition, % at 18.7 µM; hit rate 0.46% among 360,000; AID 651710;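 active means every replicate showing at least 50% inhibition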
CASP6 VEID inh: caspase-6 (human) enzyme inhibition; P55212; inhibition, % at 12.5 µM; hit rate 0.53% among 350,000; purified caspase-6, Z-VEID-R110 cleavage fluorescence;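 active means mean inhibition across replicates at least about 35%, with every replicate also reaching that limit, limit read from the data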;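 further: 0% = median of neutral control wells and 100% = no fluorescence left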
esBAF inh: inhibitors of esBAF chromatin remodeling in mouse ES cells; Bmi1-luciferase knock-in reporter, 24 h; 100% = twice the neutral-well signal; hit rate 2% among 350,000; reporter increase, % at 12.5 µM; in the data active means activation above about 40%;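 further: 0% = median of the plate's neutral control wells and 100% = double that signal; a rise in the Bmi1 reporter signal indicates esBAF inhibition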
ARNT-TACC3 inh: disrupts binding between human ARNT and TACC3; Q9Y6A5; AlphaScreen His-ARNT PAS-B/GST-TACC3 binding, luminescence; TACC3 fragment carries E629A point mutation; inhibition, % at 9.99 µM; hit rate 0.66% among 390,000; AID 623870;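 active means mean inhibition of replicates at least 50% and at least half of replicates each reaching 50%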;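 further: 0% = complete ARNT plus TACC3 wells and 100% = ARNT alone without TACC3; many hits fall short of the cut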
* hit, by the source's call; nt = not tested or not shown. No enrichment for hits; any-hit rate near 3.2%.

SMILES | PglD DTNB | E-sel inducer | RAD54 branch | ERp5 block | RAD52 anneal inh | CASP6 VEID inh | esBAF inh | ARNT-TACC3 inh
C[C@@H]1CN([C@H](C)CO)C(=O)c2cccc(NC(=O)C3CC3)c2O[C@@H]1CN(C)Cc1ccc(C(=O)O)cc1 | 5 | 1.2 | 5 | -2 | -8 | 0 | 4 | -4
Cc1nnc(SCC(=O)c2ccc(Cl)cc2)s1 | 2 | nt | -3 | 1 | -2 | -2 | -5 | -1
COc1ccc(-c2ccc(CCC(=O)O)n2CC(=O)Nc2cccc(OC)c2)cc1 | nt | nt | nt | -3 | -44 | 8 | nt | 19
O=C([C@H]1[C@H](CO)[C@H]2Cn3c(ccc(C4=CCCC4)c3=O)[C@@H]1N2C(=O)c1ccccc1)N1CCOCC1 | 12 | -0.8 | 11 | -5 | -15 | 4 | -2 | 6
N#Cc1cc([N+](=O)[O-])ccc1NCC1CCCO1 (stereo not given) | -1 | nt | -5 | 6 | -11 | -1 | -4 | 11
COc1ccc2c(c1)c1c3n2CCN(C)C3=NCC1 | 5 | nt | 33 | nt | nt | nt | -12 | 20
CC(=O)c1sc(NC(=O)c2c(F)cccc2F)nc1C | -3 | nt | 7 | nt | nt | nt | 23 | 2
NC(=O)c1ncn([C@@H]2O[C@H](C(=O)Nc3ccc(C(=O)N4CCCCC4)cc3)[C@@H](O)[C@H]2O)n1 | nt | -0.2 | nt | -1 | -1 | -5 | nt | nt
Cc1ccc(N(CCCCN2C(=O)c3ccccc3C2=O)C(=O)c2cccc([N+](=O)[O-])c2)cc1 | -3 | nt | -4 | nt | nt | nt | -1 | 6
COc1ccc(Cc2nnc(NC(=O)C3CCN(C(=O)c4ccco4)CC3)s2)cc1 | 4 | nt | 0 | 0 | -14 | 3 | -1 | 7
CCCCN(CC)CCCNC(=O)c1ccc(CSc2nc3ccncc3[nH]2)cc1 | -3 | nt | -13 | 1 | -15 | -51 | 0 | nt
O=C(O)CCCN1C(=O)C2C3CC(C2C1=O)C1C(c2ccccc2)c2sc(=O)n(-c4ccccc4)c2SC31 (stereo not given) | nt | nt | nt | -5 | -15 | 2 | nt | -4
COC(=O)CC1(C(=O)OC)Oc2ccc(Br)cc2C(=O)N1c1cc(Cl)c(Cl)cc1Cl (stereo not given) | nt | 0.9 | nt | -6 | -8 | 3 | nt | 21
O=C(CCN1CCCCC1)N[C@@H]1CC[C@@H](CCn2cc(-c3ccccc3)nn2)O[C@@H]1CO | 1 | 0.1 | 6 | 1 | 4 | -2 | 1 | 10
C[C@H](CO)N1C[C@H](C)[C@H](CN(C)Cc2ccc3c(c2)OCO3)Oc2ccc(NS(=O)(=O)c3ccc(Cl)cc3)cc2C1=O | -2 | -0.1 | 5 | 1 | -2 | 3 | -1 | 8
COC(=O)c1ccc(N(CC(=O)NCC2CCCO2)C(=O)CCC(=O)Nc2cc(C)on2)cc1 (stereo not given) | -2 | nt | 1 | -7 | -13 | 0 | 2 | 0
Cc1ccccc1CN(C)C[C@@H]1OCc2cn(nn2)CCCC(=O)N([C@@H](C)CO)C[C@H]1C | 5 | -0.1 | -6 | -3 | 2 | -2 | 4 | -1
Cc1nn(C)c(C)c1NS(=O)(=O)c1ccccc1 | 2 | nt | -7 | nt | nt | nt | 2 | 1
C=CCc1ccc(OCC(O)CO)c(OC)c1 (stereo not given) | -2 | 0.1 | -2 | 3 | -2 | -1 | nt | 8
O=C(NCCS(=O)(=O)NCc1cccnc1)c1ccccc1 | nt | nt | nt | 1 | -14 | 2 | nt | -1
COC(=O)C[C@@H]1CC[C@@H]2[C@H](COc3ccc(NC(=O)c4cccc(OC)c4)cc3C(=O)N2C)O1 | -1 | 0.1 | 3 | 3 | 9 | 4 | -2 | -14
CC(C)NC(=O)C1CCCN(c2nnc(-n3cccc3)s2)C1 (stereo not given) | -1 | 0.4 | 6 | -3 | -7 | -1 | -1 | 29
COc1ccc(-c2cc3c(=O)n(CC(=O)Nc4cccc(Cl)c4)ncn3n2)cc1 | nt | nt | nt | 4 | -4 | 0 | 23 | -1
O=C(COc1ccc(Cl)cc1Cl)NC(=O)NC1CCCC1 | 10 | 1.5 | 3 | 1 | 6 | 2 | 48* | 2
CC1(c2ccc3ccccc3c2)NC(=O)N(CC(=O)N2CCN(S(=O)(=O)c3ccccc3F)CC2)C1=O (stereo not given) | 4 | -0.1 | -8 | -1 | -193 | -1 | 1 | -5

Following part.
SMILES | PglD DTNB | E-sel inducer | RAD54 branch | ERp5 block | RAD52 anneal inh | CASP6 VEID inh | esBAF inh | ARNT-TACC3 inh
CC(=O)CSc1nc2cc3c(cc2cc1C#N)OCCO3 | nt | -0.1 | nt | 5 | -86 | -1 | nt | -6
C[C@@H]1CN([C@H](C)CO)S(=O)(=O)c2ccc(C#CC(C)(C)O)cc2O[C@H]1CN(C)C(=O)CC1CC1 | 3 | -0.4 | -1 | -4 | 7 | 0 | 2 | -5
CC(C)(C)NC(=O)COc1ccc(-c2ccccc2)cc1 | -4 | nt | 6 | nt | nt | nt | 57* | -5
O=C(COc1ccccc1F)N1N=C(c2cccs2)CC1c1ccco1 (stereo not given) | nt | 2.1 | nt | 3 | -23 | 8 | 7 | 7
C[C@@H]1CCCCO[C@H](CN(C)Cc2ccc(C(=O)O)cc2)[C@@H](C)CN([C@@H](C)CO)C(=O)c2cc(NS(=O)(=O)c3ccccc3)ccc2O1 | 3 | -0.1 | 1 | nt | nt | nt | -7 | -9
O=C(Nc1ccc(-c2ccccc2)cc1)[C@@H]1[C@@H](CO)[C@@H]2Cn3c(cccc3=O)[C@H]1N2Cc1ccncc1 | 0 | -0.2 | -4 | -7 | -18 | 0 | -1 | 3
COc1ccc2c3c(n(C(=O)OC(C)(C)C)c2c1)C1CC=C(COC(C)=O)CN1CC3 (stereo not given) | nt | 3.8 | nt | 0 | -59 | -4 | nt | nt
Cc1ccc(SCC(=O)NCC2CCCO2)cc1 (stereo not given) | nt | nt | nt | 2 | -1 | 1 | nt | -9
CCN(CC(=O)NCc1ccc(Cl)cc1)C(=O)CN1C(=O)NC(CC)(c2ccccc2)C1=O (stereo not given) | 1 | -0.1 | -2 | -4 | -12 | 4 | 3 | 8
O=S(=O)(c1ccc(F)cc1)N1CCCCN2[C@H](C1)[C@H](c1ccc(C3=CCCCC3)cc1)[C@@H]2CO | 1 | -0.7 | 0 | 4 | 5 | 0 | -4 | -7
Cc1noc(C)c1NC(=O)Nc1ccc2c(c1)CC(=O)N([C@@H](C)CO)C[C@H](C)[C@H](CN(C)C(=O)Nc1ccc(C(F)(F)F)cc1)O2 | -1 | -0.2 | 10 | -3 | -8 | 0 | 2 | -4
C[C@@H]1CN([C@H](C)CO)C(=O)Cc2cc(NC(=O)C3CC3)ccc2O[C@@H]1CN(C)CC1CC1 | -4 | -0.2 | -3 | 5 | 3 | -2 | 8 | -7
C[C@@H]1CN([C@@H](C)CO)C(=O)c2cccc(NC(=O)Nc3ccccc3)c2O[C@H]1CN(C)Cc1ccc(Cl)c(Cl)c1 | -2 | nt | 7 | 7 | -7 | -2 | 1 | 8
O=C(c1ccco1)N1CCN(S(=O)(=O)c2ccc(Oc3ccccc3)cc2)CC1 | 6 | nt | 9 | 3 | -15 | 4 | -2 | 3
Cc1ccccc1-c1cc2nc(C)c(Cl)c(=O)n2[nH]1 | -4 | 0.2 | 6 | 8 | -27 | 1 | 15 | -13
N#CCc1c(C#N)c(N)nc(Nc2ccccc2)c1C#N | -1 | -0.1 | 1 | -6 | -75 | -3 | -5 | 10
Cc1ccc(S(=O)(=O)N2[C@@H](c3cccc(Cl)c3)C(C(=O)O)=CC[C@H]2c2cccs2)cc1 | 3 | 0.5 | -13 | -4 | -11 | 4 | -2 | -3
O=C(NCCN1CCN(C(=O)Nc2ccccc2)CC1)Nc1ccccc1 | 3 | -0.1 | 3 | -5 | -16 | -2 | -8 | nt
O=C(OCC(=O)N1CCOCC1)c1cc(F)c(F)cc1Cl | -1 | 0.1 | -1 | 1 | -4 | 1 | 2 | -4
C[C@H](CO)N1C[C@H](C)[C@H](CN(C)C(=O)Nc2ccc(F)cc2)Oc2ccc(NS(=O)(=O)c3ccc(Cl)cc3)cc2CC1=O | 0 | 0.9 | -5 | -2 | 2 | -1 | -8 | 5
CNC[C@@H]1Oc2ccc(NS(=O)(=O)c3cccs3)cc2CC(=O)N([C@@H](C)CO)C[C@H]1C | 3 | nt | 7 | -3 | 0 | 0 | -4 | -5
C=CCNC(=S)NNC(=O)c1csc(C)c1CC | -3 | nt | -4 | nt | nt | nt | -6 | -3
COn1c(SCc2cccc(Cl)c2)nc2ccccc2c1=O | 2 | nt | -5 | nt | nt | nt | -7 | 17
COC(=O)C(Cc1ccc(OC(=O)c2ccccc2Cl)cc1)N1Cc2ccccc2C1=O (stereo not given) | -1 | nt | 3 | nt | nt | nt | 44* | 31
O=C(c1ccc(F)cc1)N1CC(=O)N2[C@H](CO)[C@@H](c3ccc(-c4ccccc4F)cc3)[C@H]2C1 | nt | 0.0 | nt | 1 | -24 | 0 | nt | nt

Quoted at random: 4 entries already listed
SMILES | PglD DTNB | E-sel inducer | RAD54 branch | ERp5 block | RAD52 anneal inh | CASP6 VEID inh | esBAF inh | ARNT-TACC3 inh
CCN(CC(=O)NCc1ccc(Cl)cc1)C(=O)CN1C(=O)NC(CC)(c2ccccc2)C1=O (stereo not given) | 1 | -0.1 | -2 | -4 | -12 | 4 | 3 | 8
Cc1ccccc1-c1cc2nc(C)c(Cl)c(=O)n2[nH]1 | -4 | 0.2 | 6 | 8 | -27 | 1 | 15 | -13
O=C(c1ccco1)N1CCN(S(=O)(=O)c2ccc(Oc3ccccc3)cc2)CC1 | 6 | nt | 9 | 3 | -15 | 4 | -2 | 3
C[C@@H]1CCCCO[C@H](CN(C)Cc2ccc(C(=O)O)cc2)[C@@H](C)CN([C@@H](C)CO)C(=O)c2cc(NS(=O)(=O)c3ccccc3)ccc2O1 | 3 | -0.1 | 1 | nt | nt | nt | -7 | -9

Next records follow:
SMILES | PglD DTNB | E-sel inducer | RAD54 branch | ERp5 block | RAD52 anneal inh | CASP6 VEID inh | esBAF inh | ARNT-TACC3 inh
CCN(CC)S(=O)(=O)c1cccc(C(=O)NCC(c2ccccc2)N(C)C)c1 (stereo not given) | nt | 0.1 | nt | -6 | 2 | -3 | nt | -1
Nc1ccccc1NC(=O)c1ccccc1 | 2 | nt | 4 | nt | nt | nt | 6 | -2
O=C(COC(=O)c1ccccc1C(=O)c1ccc(Cl)c([N+](=O)[O-])c1)NC1CCCCCC1 | 1 | nt | 3 | nt | nt | nt | -86 | -3
CCCCC(=O)Nc1nn(CC)c2nc3c(C)cccc3cc12 | 7 | 0.3 | 3 | 0 | -13 | -6 | -5 | -36
CCCNC(=O)N[C@@H]1C=C[C@@H](CC(=O)NC2CCC2)O[C@H]1CO | 2 | 0.0 | 3 | 9 | -4 | -2 | -1 | -21
Cc1ncc(CN2CCCC(C(=O)Nc3ccc(-c4cscn4)cc3)C2)cn1 (stereo not given) | -4 | -0.1 | 3 | -1 | -12 | 1 | -9 | -8
Cc1cccc(CN(C)C[C@@H]2OCc3cnnn3CCCC(=O)N([C@@H](C)CO)C[C@@H]2C)c1 | -2 | 0.1 | -16 | -1 | -4 | -1 | 0 | -10
CSc1nncc(-c2ccc(F)c(F)c2)n1 | -6 | nt | -9 | nt | nt | nt | 8 | -1
CC1CCCCC1NC(=O)c1ccc(NS(=O)(=O)c2ccc3[nH]c(=O)[nH]c3c2)cc1 (stereo not given) | 4 | nt | 6 | 0 | -9 | 8 | -5 | -3
CCC(=O)N1CC2(C1)CN(C(=O)CC)[C@@H](CO)c1[nH]c3cc(OC)ccc3c12 | nt | -0.1 | nt | 4 | -5 | -2 | nt | nt
CN(C)c1ccc(CNC(=O)C2(C)Cc3c(-c4ccc5c(c4)OCO5)ccnc3O2)cc1 (stereo not given) | 6 | nt | -7 | -6 | -98 | -2 | -26 | nt
CNc1nc2c(Cl)cc(Cl)cc2s1 | nt | nt | nt | 5 | 1 | -3 | nt | 3
O=C(Cc1cccs1)NCc1ccccc1F | nt | nt | nt | 6 | 0 | 1 | 33 | 1
